Screening data: PubChem, The Scripps Research Institute Molecular Screening Center
ADAM17 inh = ADAM17 inhibitors, primary screen, biochemical, QFRET. Disintegrin and metalloproteinase domain-containing protein 17 (Homo sapiens), P78536. recombinant ADAM17, EDANS/DABCYL FRET peptide cleavage. inhibition, % at 6.95 µM. hit rate 0.83% among 370,000. AID 720648, 2013;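 active = inhibition above the mean of compounds lying between control limits plus 3 SD, set per campaign, cut at about 8.5% in these data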;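 note: 0% = DMSO-only wells as the low control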
proKLK7 act = proKLK7 zymogen activators, primary screen, biochemical, fluorescence intensity; purified proKLK7, EDANS-DABCYL substrate fluorescence; 100% is mature enzyme control, 0% vehicle; activation, % at 7 µM; hit rate 0.9% among 370,000;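 active = activation above the mean of all tested compounds plus 3 SD, computed per campaign excluding outliers beyond control limits, cut at about 13% in these data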
DDE Tn6 FP inh = inhibitors of Tn6 peptide binding to fibrin DD(E), primary screen, biochemical, fluorescence polarization, human fibrin, Tn6 probe; Fibrinogen beta chain (Homo sapiens), P02675; Fibrin DD(E) TRITC-Tn6 fluorescence polarization displacement; inhibition, % at 8.3 µM; hit rate 0.21% among 370,000;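 active = inhibition above a per-campaign cutoff: mean of compounds within control limits plus 3 SD, cut at about 15% in these data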;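 note: 0% = median of all compound wells on the plate and 100% = blocking peptide control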
Target sequence (P02675 whole entry, looked up): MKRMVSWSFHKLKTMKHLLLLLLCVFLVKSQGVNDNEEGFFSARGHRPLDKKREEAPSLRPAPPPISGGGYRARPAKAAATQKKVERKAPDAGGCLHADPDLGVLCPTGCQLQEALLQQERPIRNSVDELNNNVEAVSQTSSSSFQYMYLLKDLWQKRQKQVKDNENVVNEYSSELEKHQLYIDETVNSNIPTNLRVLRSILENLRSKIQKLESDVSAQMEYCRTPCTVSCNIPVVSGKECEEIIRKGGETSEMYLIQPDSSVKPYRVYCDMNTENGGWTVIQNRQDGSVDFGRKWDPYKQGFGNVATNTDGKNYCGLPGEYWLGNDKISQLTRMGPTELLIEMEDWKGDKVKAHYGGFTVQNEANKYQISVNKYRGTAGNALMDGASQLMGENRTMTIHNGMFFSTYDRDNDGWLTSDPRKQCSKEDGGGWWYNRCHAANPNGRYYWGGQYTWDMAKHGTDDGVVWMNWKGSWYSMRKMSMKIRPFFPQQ
ADAM10 inh = human ADAM10 inhibitors, primary screen, biochemical, QFRET, HTS; AID 720582, 2013; recombinant ADAM10, EDANS/DABCYL FRET peptide cleavage, 3 h; hit rate 0.62% among 370,000; inhibition, % at 7 µM;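 active = inhibition above a per-campaign cutoff equal to the mean of compounds falling between control-based bounds plus 3 SD, cut at about 20% in these data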;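 note: 0% = DMSO wells while the 100% control is not disclosed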
Target sequence (O14672 214-748 limits assumed): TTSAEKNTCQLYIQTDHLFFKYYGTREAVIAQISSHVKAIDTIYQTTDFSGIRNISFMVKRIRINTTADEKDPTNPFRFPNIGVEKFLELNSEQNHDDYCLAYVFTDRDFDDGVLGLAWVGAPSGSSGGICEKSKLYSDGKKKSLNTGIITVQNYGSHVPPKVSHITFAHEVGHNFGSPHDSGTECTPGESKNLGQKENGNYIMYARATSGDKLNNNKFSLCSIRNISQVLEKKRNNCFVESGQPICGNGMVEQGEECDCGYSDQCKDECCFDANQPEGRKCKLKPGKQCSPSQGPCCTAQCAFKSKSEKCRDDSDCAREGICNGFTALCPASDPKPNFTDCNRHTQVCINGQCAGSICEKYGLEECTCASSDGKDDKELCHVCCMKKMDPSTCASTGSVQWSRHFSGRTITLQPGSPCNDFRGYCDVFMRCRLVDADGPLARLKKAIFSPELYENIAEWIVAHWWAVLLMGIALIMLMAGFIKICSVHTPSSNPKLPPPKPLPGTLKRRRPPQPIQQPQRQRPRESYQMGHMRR
PLCg1 inh = PLC-gamma1 enzyme inhibitors, primary screen, biochemical, fluorescence, purified enzyme. fluorogenic substrate. inhibition, % at 12.2 µM. hit rate 0.84% among 370,000. AID 720700, 2013; in the data active = inhibition above about 9.5%
DDE Tn7 FP inh = inhibitors of Tn7 peptide binding to fibrin DD(E), primary screen, biochemical, fluorescence polarization, human fibrin, Tn7 probe; Fibrinogen beta chain (Homo sapiens), P02675; FP displacement of FITC-Tn7 peptide from fibrin DD(E); 0% = median of compound wells per plate; hit rate 0.13% among 370,000; inhibition, % at 8.3 µM; AID 720508, 2013;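 active = inhibition above the mean of compounds falling within the control limits plus 3 SD of them, cut at about 14% in these data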;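 note: 0% = plate median of compound wells and 100% = 10 µM Aha-Tn7 peptide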
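System: human fibrin DD(E); quantity: Fibrin-DD(E) at 2 µM final; also added: fluorescent Tn7 probe at 0.1 µM; compound dosing: single nominal test concentration of 8.3 µM per compound; schedule: 10 min preincubation, 3 h with tracer, room temperature; detection: fluorescence polarization of the labelled Tn7 tracer; repeats: one replicate per compound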
ARFGAP1 inhibitor = inhibitors of rat ARFGAP1 GAP activity, primary screen, biochemical, fluorescence polarization, GDP tracer; ADP-ribosylation factor GTPase-activating protein 1 (Rattus norvegicus), Q62848; Arfgap1-stimulated ARF1 GTP hydrolysis, GDP FP detection; AID 651572, 2012; inhibition, % at 16.5 µM; hit rate 0.26% among 360,000;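 active = inhibition above a per-plate limit, mean inhibition of low control wells plus 3 SD, cut at about 25% in these data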;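 note: 0% = DMSO wells with enzyme and 100% = wells lacking Arfgap1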
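Replicates: Single well per compound | Assay system: Truncated rat Arfgap1 GAP domain | Control set: No-Arfgap1 wells (100%) versus DMSO full-reaction wells (0%) | Times: Enzyme reaction 120 min at 25 °C after 20 min preincubation | Reagent: Human ARF1(Δ1-17)-GTP substrate | Measured by: Tracer-displacement fluorescence polarization with EDTA stop, 620/688 nm | Measure: Percent inhibition of Arfgap1-stimulated GTP hydrolysis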
TDP2 inh = human TDP2 enzyme inhibitors, primary screen, biochemical, epi absorbance, recombinant enzyme. Tyrosyl-DNA phosphodiesterase 2 (Homo sapiens), O95551. T5PNP hydrolysis, p-nitrophenol absorbance 415 nm. inhibition, % at 12.8 µM. hit rate 0.34% among 370,000. AID 720702, 2013;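 active = inhibition above the mean of all tested compounds plus 3 SD, set per campaign, cut at about 25% in these data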;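 note: 0% = DMSO with enzyme and 100% = buffer with substrate but no TDP2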
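System: recombinant human TDP2 / Amount: 120 nM TDP2 per well / Also added: 5 mM T5PNP chromogenic substrate / Doses: 12.8 µM single point, 1% DMSO / Incubation: 2 h at 37 °C / Detection: p-Nitrophenol epi absorbance / Evaluation: % inhibition relative to enzyme-containing and enzyme-free wells / Repeats: singlicate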
LEDGF integ inh = blockers of LEDGF/p75-dependent integrase strand transfer – biochemical, TR-FRET, high throughput, primary screen | HIV-1 integrase (with human LEDGF/p75) | TR-FRET IN-LEDGF/p75 DNA integration, Eu/Cy5 | inhibition, % at 3.7 µM | hit rate 0.64% among 370,000 | AID 743269, 2014;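 active = inhibition above the screen-wide mean plus 3 SD, cut at about 13% in these data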;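 note: signal is the Cy5 over europium emission ratio at 671 and 618 nm; 0% = plate median of compound wells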
ASAP1 inh = inhibitors of human ASAP1 ArfGAP activity, primary screen, biochemical, fluorescence polarization. hit rate 0.19% among 360,000. AID 624377, 2012. ASAP1-stimulated ARF1 GTP hydrolysis, GDP FP detection. inhibition, % at 16.5 µM; in the data active = inhibition above about 25%;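 note: 0% = vehicle with enzyme and substrate and 100% = no enzyme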
An asterisk follows results filed as active; i = inactive.

ASAP1 inh	DDE Tn6 FP inh	DDE Tn7 FP inh	TDP2 inh	proKLK7 act	ADAM17 inh	PLCg1 inh	ADAM10 inh	ARFGAP1 inhibitor	LEDGF integ inh	Compound
-7.9	2.4	11.5	-4.1	-0.1	-0.5	0.1	9.9	13.0	1.3	COc1ccc2sc(N3C(=O)C4CC=C(C)CC4C3=O)nc2c1 (centres undefined)
4.3	1.7	-3.6	-0.8	0.0	3.5	-1.4	3.0	2.9	-0.9	Cc1ccccc1CNC(=O)CN(c1ccccc1Cl)S(C)(=O)=O
-0.4	-2.4	6.6	5.5	0.2	-2.4	0.1	-9.1	9.8	-0.7	COc1ccc(CCN2CC(C(=O)N(C)CCc3cn[nH]c3)CCC2=O)cc1 (centres undefined)
-7.9	3.7	-7.1	-15.0	0.4	0.6	3.9	0.3	-4.7	1.9	Cc1ccc(C(=O)N2CCN(c3ccc([N+](=O)[O-])c(NCc4cccnc4)c3)CC2)cc1
17.1	-6.8	-8.7	4.8	-0.4	1.0	1.1	-1.9	-1.8	0.2	CCNC(=S)N(Cc1c(C)noc1C)c1ccccc1
2.5	3.9	2.6	-3.8	0.1	-1.4	0.7	-9.2	-6.0	0.2	CCOc1cc(C#N)c(NC(=O)c2ccnn2C)cc1OCC
-4.8	3.0	-3.9	-5.0	0.2	0.4	3.4	-4.1	4.2	2.2	CC(C)[C@H](NC(=O)c1ccccc1)C(=O)N1CCC[C@H]1C(=O)NCc1ccccc1
-4.8	4.7	-4.4	-5.9	0.4	-0.5	3.6	5.6	-9.5	-0.7	O=C(O)[C@H](Cc1ccccc1)NC(=O)N1CCN(c2cccc(C(F)(F)F)c2)CC1
2.4	-5.3	3.2	-18.2	1.1	-1.0	0.1	9.8	-1.8	0.1	O=C(NC1CCOCC1)C1CCC(=O)N(Cc2ccc(Cl)cc2)C1 (centres undefined)
-4.6	2.4	1.5	11.2	0.5	-4.1	-31.7	-9.7	4.2	-0.1	CCOC(=O)C1CCN(C(=O)Cn2cc(C#N)c3ccccc32)CC1
-1.6	2.6	-1.8	5.7	0.4	0.6	-0.9	-6.6	-8.6	1.6	CCC(C)Sc1nnc(Cc2cc(=O)[nH]c(=O)[nH]2)n1-c1ccc(F)cc1 (centres undefined)
-8.4	8.8	8.9	-5.7	-0.2	-0.3	-1.5	-0.1	-8.7	-2.0	COc1ccc(-c2nc3c(c4nnc(SC(C)C(=O)Nc5ccc(C)cc5)n24)COC(C)(C)C3)cc1 (centres undefined)
7.8	8.7	1.6	2.8	2.1	-50.9	-12.0	-115.2	15.6	-4.5	COn1c(-c2ccc(Cl)cc2)nc2ncccc21
12.3	5.8	-3.8	-10.4	-0.4	2.9	0.1	-1.9	8.8	-1.6	COc1ccc(C(=O)NC(=S)NC(C)(C)C)cc1Br
-5.2	6.3	7.3	6.3	0.3	-4.6	1.0	-10.1	0.2	-0.4	O=C(CCS(=O)(=O)c1ccc(F)cc1)Nc1nccs1
-13.7	4.7	1.0	3.5	-0.1	0.1	-1.7	4.2	4.9	0.0	COc1ccc(OCC(=O)O/N=C(\N)c2ccc(OC)cc2)cc1
-8.2	-1.5	-4.4	0.3	0.5	5.9	-3.0	-17.6	9.4	-4.2	Cc1c(NC(=O)c2ccc(S(=O)(=O)N3CCOCC3)cc2)cccc1[N+](=O)[O-]
9.5	5.0	-2.1	-24.1	0.3	6.6	3.6	5.8	-1.9	0.3	CC(=O)N1CCC(N(C(=O)Nc2ccc(C)c(C)c2)C2CCCC2)CC1
-5.8	-3.0	-1.3	-3.3	0.5	-2.4	-4.8	-2.4	2.1	0.5	COc1cccc(NC(=O)c2cnc(SCC(=O)NCc3ccc4c(c3)OCO4)n(C)c2=O)c1
12.7	-3.5	0.4	1.2	-0.1	-0.8	-4.4	-2.5	-4.0	0.0	COc1cccc(-n2nnc3c(=O)n(Cc4cccc(C)c4)cnc32)c1
-2.7	9.1	3.0	1.2	-0.1	0.4	0.2	5.4	0.5	-0.2	Cc1cc(C(=O)OCC(=O)NC(=O)NC(C)(C)C)c(C)o1
-2.1	3.3	-1.3	-10.0	0.3	-1.3	3.2	-2.7	4.9	-2.9	CNC(=S)N/N=C/c1ccc(-c2ccc(Cl)c([N+](=O)[O-])c2)o1
4.2	-2.5	-5.6	-14.8	0.3	1.7	3.6	12.0	-9.1	5.1	O=C(CC1(O)C(=O)N(Cc2cccc3ccccc23)c2ccccc21)c1cccnc1 (centres undefined)
0.3	-1.7	-2.1	-3.4	-0.4	2.6	-2.0	2.4	22.5	7.1	OCC1(CCOc2ccccc2)CCN(Cc2cc(Cl)ccc2O)CC1
-19.6	1.1	7.5	0.2	0.1	-4.1	1.7	2.0	-7.0	-1.7	O=C(COc1ccccc1Cl)Nc1ccc(C(=O)c2ccc(C(=O)O)cc2)cc1
6.7	2.1	3.9	0.5	0.2	3.6	1.1	4.5	0.9	3.7	O=C(CNC(=O)c1ccc(Br)cc1)NCC(=O)OCC(=O)c1ccc([N+](=O)[O-])cc1
2.6	2.2	5.6	-2.1	0.1	-4.5	-0.3	-1.1	11.3	0.3	Nc1nc(-c2ccccc2Br)cs1
-9.6	-0.9	3.4	-9.8	-0.2	0.1	5.3	12.8	-8.5	-3.3	CC(=O)Nc1ccc(Nc2ccccc2)cc1
11.9	-5.4	3.8	4.5	1.0	-6.8	-31.2	-33.1	-4.2	1.3	O=C(OCC(=O)N1N=C(c2ccc(Cl)cc2)CC1c1ccco1)c1cccnc1 (centres undefined)
-2.4	9.9	6.5	-2.7	0.6	-5.5	-0.1	-0.6	-8.0	-0.6	CCCNC(=O)c1noc2c1CCc1cc(OC)ccc1-2

Reprinted from the part before: two compounds, followed by the next part.
ASAP1 inh	DDE Tn6 FP inh	DDE Tn7 FP inh	TDP2 inh	proKLK7 act	ADAM17 inh	PLCg1 inh	ADAM10 inh	ARFGAP1 inhibitor	LEDGF integ inh	Compound
11.9	-5.4	3.8	4.5	1.0	-6.8	-31.2	-33.1	-4.2	1.3	O=C(OCC(=O)N1N=C(c2ccc(Cl)cc2)CC1c1ccco1)c1cccnc1 (centres undefined)
-2.4	9.9	6.5	-2.7	0.6	-5.5	-0.1	-0.6	-8.0	-0.6	CCCNC(=O)c1noc2c1CCc1cc(OC)ccc1-2
2.4	-6.1	2.8	-9.4	-3.6	-8.0	-65.9	-22.4	10.7	1.2	Cc1ccc(C2CC(c3ccc(NS(C)(=O)=O)cc3)=NN2C(=O)c2ccco2)cc1 (centres undefined)
-0.4	5.0	8.1	-5.1	-0.6	-0.5	-4.1	-2.0	-7.9	-7.2	CCCCOc1ccc(S(=O)(=O)Nc2ccc(NC(C)=O)cc2)cc1
4.9	0.5	-4.6	-1.5	0.6	-1.9	1.6	4.7	0.3	-1.5	CCOC(=O)c1c(C)nc2ccccn12
5.3	0.7	0.2	-0.8	-0.3	3.2	1.3	10.9	17.1	-5.0	CCCCOc1ccc(-c2nc(SCC(N)=O)n[nH]2)cc1
2.8	-6.5	-3.9	3.6	0.2	-3.7	0.1	-6.7	4.0	4.7	COc1ccc(CC(=O)NCCCSc2ccccc2)cc1OC
5.1	1.1	1.4	5.2	0.2	-3.1	1.2	-4.9	11.5	-0.4	Cc1ccc([N+](=O)[O-])cc1NC(=O)c1cccs1
-3.0	6.6	-5.2	7.1	-0.3	1.4	2.5	-1.3	9.6	0.2	COc1cc(CNC(C)(C)CO)cc(Br)c1OCc1ccccc1
1.9	-2.3	3.7	-1.0	0.1	-5.9	-1.8	-6.8	6.3	2.1	Clc1ccc2nc(N3CCN(c4ccccc4)CC3)sc2c1
-16.2	-5.3	-1.8	-4.3	-0.8	-3.2	2.0	4.4	4.1	0.0	CCCCC(=O)N1CC2(C)CN(C(=O)CCCC)CC(C)(C1)C2=O
-2.4	-4.1	0.3	-5.2	-0.4	-6.5	1.1	-0.2	5.5	-0.5	COc1cccc(OC)c1C(=O)Nc1ccc(CN2CCCCC2)cc1
5.0	6.4	0.3	6.1	-0.5	-1.9	-18.2	-7.7	-8.9	1.6	O=C1CC(c2ccncc2)c2cc3c(cc2N1)OCO3 (centres undefined)
2.2	0.7	0.1	3.4	0.1	-2.1	-0.9	0.7	1.9	-2.1	CCOC(=O)CSc1nsc(SCC(=O)OCC)c1C#N
10.3	5.3	-8.0	4.6	0.1	-2.6	0.4	-1.6	1.6	1.6	Cc1ccc(CN(C)C(=O)CCNC(=O)c2ccc(Cl)cc2)o1
-9.0	3.4	2.2	-1.3	-0.4	-0.5	1.5	-4.6	-1.9	-1.3	COc1ccccc1N(CC(=O)N1CCCCC1C)S(=O)(=O)c1ccc(Cl)cc1 (centres undefined)
7.1	-12.8	-2.9	-22.8	-0.2	-38.2	-29.9	-139.8	3.3	0.4	COc1cccc2c3cccc(OC)c3c3[nH]cnc3c12
3.9	-6.4	-0.6	1.7	0.7	-8.2	-15.4	-13.6	-1.7	-1.4	OCCN(CCCn1c(-c2ccncc2)nc2ccccc21)c1nc(CN2CCCCC2)cs1
2.8	3.0	0.7	-2.5	-0.1	0.0	-6.2	5.1	2.1	-3.2	CCC(=O)c1ccc(OCC(=O)N(CC)CC2COc3ccccc3O2)cc1 (centres undefined)
3.4	5.9	3.0	0.2	0.2	-4.0	0.6	-16.3	-0.9	0.5	CCN(CC)S(=O)(=O)c1ccc(C(=O)N2CCN=C2SC)cc1
4.4	10.2	-2.7	2.8	-33.7	-354.9	i	i	1.7	-1.0	COc1ccc(-c2cc(C(=O)O)c3c(C)nn(-c4ccccn4)c3n2)cc1
-11.7	-7.0	1.9	-7.0	0.3	-1.3	8.3	14.9	7.7	4.7	O=C(CSc1ccsc1[N+](=O)[O-])N1CCCCC1
11.6	1.4	6.4	13.9	-0.1	0.2	0.8	1.6	-11.9	0.0	O=C(O)c1ccc(-c2noc(-c3cccc(Cl)c3)n2)cc1
